Compound activity (PubChem)
Autophagy mod: modulators of autophagy; calls only at 10 µM (by protocol); actives 0.98% (n = 190,000); MEF GFP-LC3 puncta imaging; test concentration mostly 10 µM;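 active means percentage of spot-positive cells more than 3 SD above its plate mean, without a fluorescence outlier flag or 80% toxicity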;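 further: spot-positive cell cutoff set from DMSO-treated cells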
bCat nuc transl: beta-catenin nuclear translocation modulation; HeLa beta-catenin nuclear translocation, immunofluorescence imaging; nuclear translocation activity, % at 5 µM; actives 0.3% (n = 190,000);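 active means nuclear translocation activity above 50% at 5 µM, with a well cell count of 50 or more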;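 further: per-cell ratio of nuclear to cytoplasmic median beta-catenin stain intensity; plate controls were DMSO negative control for no effect and GSK-3 inhibitor IX positive control for full effect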
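Technique: fluorescence imaging of beta-catenin antibody stain plus DAPI / Material: human HeLa cell line / Incubation: compound treatment 24 h, 37°C, 5% CO2 / Read-out basis: % activation of per-cell nuclear versus cytoplasmic median beta-catenin signal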
AID2073: disruptors of CaV2.2 binding to Mint1 – biochemical, HTRF (AID 2073). HTRF protein-protein interaction, Mint1-CaV2.2; higher % means a stronger effect. inhibition, % at 20 µM; hits with a dose series show IC50 in µM. actives 0.19% (n = 290,000); in the data active means inhibition mostly above about 51%, no sharp cut-off; further: some results filed as inactive read as strong as hits
MT stabilizer: microtubule stabilization, imaging screen; AID 2205; HeLa tubulin immunostaining HCS, 24 h; share of cells brighter than vehicle mean+2SD; % tubulin-high responders, % at 10 µM; actives 0.83% (n = 200,000);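 active means plate Z-score above 3 for both tubulin-high and condensed-nucleus cell shares, with cell loss under 80%, at 10 µM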;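 further: anti alpha tubulin signal scored within the nucleus-defined area of each cell; some results filed as inactive read as strong as hits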
Dynein transport: dynein cargo transport inhibition; 3617.4 mouse cells, GR-EGFP nuclear translocation imaging; test concentration mostly 20 µM; stimulated with dexamethasone, 1 µM; hits give low values; z-score, hits read low; actives 0.47% (n = 220,000);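 active means plate z-score of nuclear minus cytoplasmic receptor signal below a set negative limit, without overly bright fluorescence or cell loss, cut at about -3.5 in these data, passing the limit was not always enough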;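 further: z-score of nuclear minus cytoplasmic ring GR-EGFP intensity difference per well; some compounds called inactive have numbers as strong as hits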
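Buffer or medium: tet-free, stripped-serum medium; Also added: dexamethasone, 1.0 µM final; Technique: high-content fluorescence imaging after fixation; Times: 48 h induction, 1 h compound, 30 min dex at 37 °C; Read-out: per-cell GR-EGFP intensity, nucleus versus surrounding cytoplasmic ring, well-averaged.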
HIV peptide binding: inhibitors of HIV fusion peptide binding, primary screen, biochemical, uHTS, fluorescence dequenching (AID 1986); cell-free peptide binding, fluorescence dequenching, 30 min; higher % means a stronger effect; one-dose inhibition, % at 20 µM; IC50 in µM for titrated hits; actives 0.3% (n = 290,000); in the data active means inhibition mostly above about 52%, no sharp cut-off; inactive means mostly below about 76%; further: some results filed as inactive read as strong as hits
Yfh1-off respiration: mitochondrial function rescue without frataxin homolog – Friedreich's ataxia, plus single-dose screen, dose response (AID 1465) | actives 0.074% (n = 220,000) | fold induction at 50 µM, or EC50 in µM where a hit was titrated | S. cerevisiae Yfh1-off respiration, WST-1 reduction, 72 h; higher fold induction means a stronger effect;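 active means fold induction of absorbance versus untreated yeast above a set limit, then at least 30% activation at any dose in follow-up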;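 further: activators that raise dye reduction in frataxin-depleted yeast; strong numbers were not always called active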
WT yeast gro inh: growth inhibition of WT yeast, mitochondrial fusion screen; mitochondrial fusion phenotypic screen, WT strain; actives 2.1% (n = 190,000); inhibition, % at 10 µM; in the data active means inhibition above about 58%; tested in S. cerevisiae
Ins promoter up: MIN6 insulin promoter up-regulation | actives 0.3% (n = 190,000) | MIN6 insulin promoter-GFP reporter, high-content imaging; hits give high values | z-score at 5 µM;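 active means z-score above 3 at 5 µM with at least 500 cells counted in the well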
WT yeast gro inh mutant strain: second read-out of WT yeast gro inh, no call of its own (marks repeat the call); inhibition, %; mitochondrial fusion phenotypic screen, mutant strain inhibition
Dynein transport cytoplasmic EGFP: second read-out of Dynein transport, no call of its own (marks repeat the call); z-score; measured here: cytoplasmic GR-EGFP intensity; hits give high values
Dynein transport nuclear GR-EGFP: recorded beside Dynein transport, whose call it bears; z-score; measured here: nuclear GR-EGFP intensity;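 lower value marks the stronger effect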
Dynein transport cell count: second read-out of Dynein transport, no call of its own (marks repeat the call); z-score; measured here: cell count per field
Ins promoter up cell count: also measured in Ins promoter up; calls as there; cell count; measured here: cytotoxicity, nuclei count;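 total cells summed across four imaged fields per well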
bCat nuc transl cell count 5 µM: also measured in bCat nuc transl; calls as there; cell count; measured here: cell count, cytotoxicity flag
MT stabilizer Hoechst-high %: recorded beside MT stabilizer, whose call it bears; % Hoechst-high responders; measured here: nuclear condensation Hoechst responders;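 share of cells brighter than vehicle mean plus two SD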
MT stabilizer cytotoxicity %: further read-out of MT stabilizer, marked with its call; toxicity, %; measured here: cytotoxicity by cell density;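 0% = mean cell density of plate MIN control wells and 100% = no cells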
Autophagy mod cell loss 18 h: recorded beside Autophagy mod, whose call it bears; toxicity, %; measured here: cell loss, nuclei count;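 cell loss after 18 h compound exposure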
Numbers without * were called inactive; i = inactive; nt = no result given; + = active, no number.

SMILES	Autophagy mod	Autophagy mod cell loss 18 h	bCat nuc transl	bCat nuc transl cell count 5 µM	AID2073	MT stabilizer	MT stabilizer Hoechst-high %	MT stabilizer cytotoxicity %	Dynein transport	Dynein transport cytoplasmic EGFP	Dynein transport nuclear GR-EGFP	Dynein transport cell count	HIV peptide binding	Yfh1-off respiration	WT yeast gro inh	WT yeast gro inh mutant strain	Ins promoter up	Ins promoter up cell count
O=C(Nc1ccc(-c2nc3cc(Cl)ccc3o2)cc1)C1CCCO1 (stereo not drawn)	i	1	5.0	508	7%	2.0	0.4	21	-0.69	-0.077	-0.53	0.28	2.7%	i	-2	0	nt	nt
Cc1ccc(NC(=O)CN2C(=O)S/C(=C\c3cccn3-c3cccc(C(=O)O)c3)C2=O)c(C)c1	i	16	1.0	1415	14%	2.3	1.9	8.2	-0.3	-0.2	0.28	1.1	4.5%	i	-8	-12	0.5	1519
c1ccc(CNc2nc(N3CCN(Cc4ccccc4)CC3)nc3ccccc23)cc1	nt	nt	3.8	1280	26%	nt	nt	nt	-0.45	-0.84	-0.56	0.57	-1.0%	i	nt	nt	-1.4	500
O=C(CSc1nc(-c2ccco2)cc(C(F)(F)F)n1)Nc1ccc(C(=O)N2CCCCC2)cc1	nt	nt	-0.1	1177	6%	7.7	1.9	5.8	1.6	-0.22	0.84	-0.25	2.4%	i	19	8	-0.3	784
O=S1(=O)CCC(S(=O)(=O)N2CCCCCC2)C1 (stereo not drawn)	i	4	-3.7	536	5%	3.5	0.6	30	1.6	-0.14	1.6	-1.8	-1.4%	i	-11	-1	nt	nt
COc1cccc(NC(=S)NCCN2CCOCC2)c1	i	21	0.7	957	-13%	1.7	2.6	7.5	0.45	-0.19	0.4	0.13	-1.7%	i	-11	8	0.68	1348
Fc1ccccc1C(c1nnnn1Cc1ccc2c(c1)OCO2)N1CCN(Cc2ccco2)CC1 (stereo not drawn)	i	-5	-0.2	1172	-5%	1.8	2.3	3.7	-0.22	-0.19	0.02	-0.065	-1.1%	i	9	-14	-0.97	1202
COc1cc(/C=N/N2CCN(C3c4ccccc4-c4ccccc43)CC2)cc(OC)c1OC	i	16	-2.3	1138	5%	5.4	3.4	7.0	0.24	-0.07	0.68	-0.9	1.1%	i	-12	-7	0.01	1454
COc1ccc(-n2c(SCC(=O)Nc3ccccc3)nc3c(c2=O)SCC3)cc1	i	-6	-6.5	1169	4%	1.6	3.7	6.4	-0.29	-0.27	0.018	0.37	-0.7%	i	8	7	-0.89	1033
O=C(NC1=NCCS1)C1CC2CCC1C2 (stereo not drawn)	i	3	-0.7	1183	32%	2.4	2.8	10	2	-0.16	0.98	-1.3	0.2%	i	19	10	0.22	1058

3 entries already listed, ordered by the number in Dynein transport cell count, low to high.
SMILES	Dynein transport cell count
O=S1(=O)CCC(S(=O)(=O)N2CCCCCC2)C1 (stereo not drawn)	-1.8
COc1cccc(NC(=S)NCCN2CCOCC2)c1	0.13
Cc1ccc(NC(=O)CN2C(=O)S/C(=C\c3cccn3-c3cccc(C(=O)O)c3)C2=O)c(C)c1	1.1

(cont.)
SMILES	Autophagy mod	Autophagy mod cell loss 18 h	bCat nuc transl	bCat nuc transl cell count 5 µM	AID2073	MT stabilizer	MT stabilizer Hoechst-high %	MT stabilizer cytotoxicity %	Dynein transport	Dynein transport cytoplasmic EGFP	Dynein transport nuclear GR-EGFP	Dynein transport cell count	HIV peptide binding	Yfh1-off respiration	WT yeast gro inh	WT yeast gro inh mutant strain	Ins promoter up	Ins promoter up cell count
Cc1ncc([N+](=O)[O-])n1CC(=O)NC1CCCCC1	i	2	-1.4	1154	1%	3.4	1.6	0.4	1.2	1.2	2	-2.7	-1.6%	i	-2	-16	0.19	1314
O=C(NCc1cccnc1)C1CC(=O)N(c2ccc(F)cc2)C1 (stereo not drawn)	i	0	nt	nt	5%	4.8	2.9	6.2	-0.23	-0.33	0.33	0.26	0.3%	i	4	-3	1	1184
Nc1nnc(SCC(=O)N2CCN(Cc3ccccc3)CC2)s1	i	4	nt	nt	-2%	0.9	0.8	8.2	0.23	1.1	0.34	0.49	1.7%	i	-9	-14	-0.46	916
NS(=O)(=O)c1ccc(CCNC(=O)CCCC2=NS(=O)(=O)c3ccccc3N2)cc1	i	19	-0.3	1281	28%	3.7	2.6	7.4	0.2	-0.24	0.15	-0.91	-1.9%	i	-2	10	0.05	1593
COc1ccc(CC(=O)N2CCOCC2)cc1	i	-2	1.7	1019	-47%	3.5	2.2	5.7	0.92	-0.16	0.98	-0.73	1.2%	i	6	-6	nt	nt
CCN(CC)S(=O)(=O)c1ccc(N2CCOCC2)c(NC(=O)C2CCCO2)c1 (stereo not drawn)	nt	nt	-0.5	1388	10%	nt	nt	nt	0.077	-0.25	0.96	0.0033	-1.1%	i	nt	nt	1.4	819
Cc1ccc(N/N=C/c2c(O)cc(C)oc2=O)cc1	i	5	2.4	1360	0%	0.4	1.7	7.9	0.71	-0.19	0.18	-0.44	-1.4%	i	4	-7	0.02	1601
O=C(Nc1ccc(-c2nc3cc(NC(=O)c4cccs4)ccc3o2)cc1)c1cccs1	i	8	nt	nt	27%	4.1	1.5	5.4	-0.32	-0.15	0.31	-0.3	-0.7%	i	4	-6	nt	nt
C=CCNC(=O)CSc1nnc(-c2ccccc2Cl)n1-c1c(C)n(C)n(-c2ccccc2)c1=O	i	-1	-0.8	1220	-10%	1.3	1.2	7.4	-0.13	-0.27	0.35	1.3	0.7%	i	-10	1	-0.33	926
Cc1cnc(C)c(N2CCC(C(=O)NC(C)c3cccs3)CC2)n1 (stereo not drawn)	i	4	1.7	620	47%	4.8	3.5	0.5	-1.1	-0.34	-0.31	1	0.5%	i	17	27	-0.9	1275
Cc1nccn1CC(=O)O	nt	nt	-3.8	1004	4%	nt	nt	nt	nt	nt	nt	nt	-2.0%	i	nt	nt	-0.13	1147
CC(C)(C)N(Cc1cc2ccccc2[nH]c1=O)C(=O)C1CCCCC1	i	7	1.0	534	-2%	6.7	1.5	7.8	-0.42	-0.084	0.32	0.45	1.0%	i	-4	-10	0.85	1213
C=CCn1c(SCC(=O)OCC)nc2cc(C(=O)NCc3ccco3)ccc2c1=O	i	-12	nt	nt	-2%	1.7	1.0	3.9	-1	0.9	-0.18	0.18	0.4%	nt	10	16	-0.02	1223
NC(=O)C1(c2ccccc2)CCC(=O)N1c1ccccc1 (stereo not drawn)	nt	nt	-3.2	1158	-2%	nt	nt	nt	0.74	-0.21	0.34	0.012	-0.4%	i	nt	nt	-0.46	1437
O=S(=O)(c1cccs1)N1CCCc2ccccc21	i	0	1.0	1028	10%	4.1	2.9	13	-0.0097	-0.23	-0.12	-0.27	0.6%	i	-15	-19	-4	549
Cc1cc(C)cc(NC(=O)CSc2nnc(CNC(=O)c3cccs3)o2)c1	i	-13	-1.4	1187	7%	2.1	1.2	6.4	0.22	-0.075	0.77	0.38	-0.3%	i	1	27	0.05	911
O=C(c1ccc(Cl)cc1[N+](=O)[O-])N1CCOCC1	i	-44	8.6	401	2%	1.9	2.2	12	1.3	-0.21	0.58	0.025	1.0%	i	20	10	nt	nt
COC(OC)c1ccc(C#N)c(SCc2ccc(C)cc2)n1	nt	nt	2.0	1040	0%	nt	nt	nt	0.63	-0.26	-0.1	-0.71	-0.6%	i	nt	nt	0.18	1367
Cc1ccc(OC(=S)Nc2ccc(O)cc2)cc1	i	-5	0.5	1120	-6%	4.0	2.6	4.7	-2.9	0.34	-1.3	0.025	17%	i	8	13	nt	nt
O=C(Nc1ccccc1)Nc1ccncc1	i	-3	-1.6	996	2%	1.8	2.1	7.6	-0.4	-0.21	-0.16	-0.25	-1.0%	i	9	-5	0.7	1279
COc1cccc2cc(C(=O)N(C)C3CCN(C)CC3)c(=O)oc12	i	-2	0.7	1100	9%	1.1	1.5	6.2	-0.55	-0.18	-0.37	0.16	-1.9%	i	-10	3	1.7	1260
Cc1cc(Br)c(OCc2ccc(C(=O)N/N=C3\CC(=O)CC(C)(C)C3)cc2)c(Br)c1	i	8	0.8	924	24%	2.1	1.8	3.9	0.67	-0.14	0.51	-0.84	6.9%	i	-2	12	0.14	1382
CCOc1ccc(-c2nnc(-c3cccs3)o2)cc1	i	0	-0.5	1376	3%	2.8	1.8	4.4	3	-0.21	-0.2	-0.67	-0.5%	i	-15	15	-0.11	1585
COCCSc1ccccc1C(=O)Nc1cc(C)ccn1	i	-2	-2.9	1204	0%	2.3	2.1	10	-0.54	-0.24	-0.15	-0.15	-2.2%	i	-15	-7	0.24	1545
CCC1Sc2ccccc2N(CC(=O)NCCC(C)C)C1=O (stereo not drawn)	i	-12	0.5	1315	31%	2.3	2.3	11	0.22	-0.18	0.13	0.073	-1.3%	i	-5	-32	0.9	1589
c1ccc(N2CCN(c3ccccc3)C2c2cccnc2)cc1	i	-2	3.4	888	-6%	1.6	1.1	3.4	-0.33	-0.28	-0.37	0.68	-2.3%	i	11	-10	nt	nt
CCOC(=O)c1c(NC(=O)CC2Nc3ccccc3NC2=O)sc(C)c1C (stereo not drawn)	+	-4.7*	-1.7	1098	3%	1.7	3.0	3.5	-0.26	-0.096	0.085	-0.5	-2.4%	i	-34	14	-0.67	1482
CC(=O)N1N=C(c2cccs2)CC1c1ccco1 (stereo not drawn)	i	-10	0.7	1036	0%	3.7	3.1	8.4	-0.51	-0.13	-0.55	0.2	2.1%	i	-7	-7	nt	nt
OCCCNCc1cccc2ccccc12	i	13	2.3	1196	5%	2.3	1.6	5.0	-0.36	-0.22	-0.021	0.28	-0.7%	i	4	8	-0.06	1011
